Source: PubChem
USP2a inh: inhibitors of human ubiquitin-specific protease USP2a; O75604; USP2 core, Ub-CHOP2 coupled fluorogenic reporter, 485/531; Potency, µM (titrated, usually from 38.3 µM), without a hit: at the highest dose activity change, negative = inhibition, hits mostly inhibitors; 0.01% of 330,000 active; AID 463254;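 also: potency is read from the fitted curve at half-maximal effect; plate controls were DMSO wells for no effect and full inhibition by NEM control for full effect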
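USP2 core (10nM final) preincubated 30min RT with compound in 20mM Tris-HCl pH 8.0, 2mM CaCl2, 2mM beta-mercaptoethanol, 0.05% CHAPS; 25nM Ub-CHOP2 plus 25nM reporter substrate added, fluorescence (Ex485/Em531) read after 60min.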
TCR activator: T cell receptor activation | primary human leukocytes, anti-CD3, IL-2 HTRF, 48 h | 330,000 tested, under 10 active | Potency, µM (series often up to 9.22 µM), for inactives: at the highest dose activation of IL-2 secretion, usual class: activators | AID 504894; also: % of control where 0% means no effect
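1) Mix primary human leukocytes, a-CD3 beads and compound. 2) Incubate 48 hr. 3) Add HTRF IL-2 reagents (a-IL-2-K, a-IL-2-d2).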
KCNH2 WT inh: blocks the wildtype human KCNH2 potassium channel | Q12809 | 0.37% of 340,000 active | activity change, % at 1.84 µM | U2OS, BacMam KCNH2, thallium flux FluxOr; hits give low values;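 active = maximum activity change below -70%; inconclusive = maximum activity change between -70% and -50%; inactive = maximum activity change above -50%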; also: % is scaled to controls: 0 for no effect and ±100 for the full control effect
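U2OS cells were transduced with wild-type KCNH2 virus (2.03 x 10^8 / mL) for 4 h at room temperature, then cultured overnight at 37 C. Thallium flux was read with FluxOr dye. Rate constants were normalized to DMSO controls.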
A-T KAP1 phos: candidate therapy for ataxia-telangiectasia; Potency, µM (series often up to 57.5 µM), for inactives: at the top dose activation, actives largely listed as activators; […] A-T fibroblasts, KAP-1 phosphorylation AlphaLISA; neocarzinostatin DNA damage 30 min before lysis; 0.19% of 320,000 active; also: potency is read from the fitted curve at half-maximal effect; % of control where 0% means no effect; nearly all actives have a fitted effect of over 45% in size
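hTERT-immortalized A-T patient fibroblasts ([…]), 500 cells/well in OPTI-MEM, 1% FBS, got compounds for 60 min, then NCS for 30 min at 37C. Lysates were then assayed for phospho-KAP-1 by AlphaLISA (anti-pKAP1 donor, anti-KAP1 acceptor beads), 6 hr at 25C.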
KCNH2 3.1 block: KCNH2 3.1 (human) potassium channel inhibition; U2OS KCNH2 3.1, thallium flux FluxOr; hits give low values; activity change, % (tested at about 1.8 µM); 0.95% of 340,000 active; AID 720553;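 active = maximum activity change below -70%; inconclusive = maximum activity change from -70% to -50%; inactive = maximum activity change above -50%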;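 also: thallium influx rate constant from kinetic fluorescence after stimulation buffer; % is scaled to controls: 0 for no effect and ±100 for the full control effect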
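Normalized rate constant (relative to positive and negative DMSO controls) derived from a 2 min kinetic fluorescence read after stimulation; U2OS cells expressing the 3.1 isoform via virus at 1.77 x 10^8 /mL.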
Eya2 inh: inhibitors of human Eya2 phosphatase activity; O00167; recombinant Eya2, OMFP fluorescence dephosphorylation (OMFP is methylfluorescein phosphate); Potency, µM (series often up to 76.9 µM), for inactives: top-dose activity, negative = inhibition, hits mostly inhibitors; 0.006% of 330,000 active; also: potency is read from the fitted curve at half-maximal effect; % is scaled to controls: 0 for no effect and ±100 for the full control effect
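Eya2 (0.2 uM) preincubated 10 min at ambient with compound, then OMFP substrate added at 50 uM; 10 min reaction in 50 mM HEPES pH 7.5, 50 mM NaCl, 5 uM MgCl2, 0.05% BSA, 1 mM DTT. Fluorescence read at Ex 485/Em 525 nm.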
ELG1 DNA repair: inhibitors of ELG1-dependent DNA repair in HEK293T cells; HEK293T ELG1-luciferase reporter, luminescence, 16 h; DNA damage induced by 5-fluorouridine; AID 504467; Potency, µM (titrated, usually from 46.1 µM), for inactives: at the highest dose activity change, negative = inhibition, actives largely listed as inhibitors; 2.3% of 330,000 active; also: potency is read from the fitted curve at half-maximal effect; % is scaled to controls: 0 for no effect and ±100 for the full control effect; nearly all actives have a fitted effect of over 55% in size
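Reporter activity after DNA damage by 5-fluorouridine is monitored. Compound-treated cells incubate 16 hr at 37 °C, then ONE-Glo is added for 30 min before luminescence reading.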
Mito fusion act: inhibitors of mitochondrial division or activators of mitochondrial fusion | S. cerevisiae fusion-defective mutant growth rescue, CellTiterGlo 48 h | Potency, µM (series often up to 46.1 µM), inactives show top-dose growth rescue (activation), most hits filed as activators | 0.23% of 320,000 active | AID 485298;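 also: potency is read from the fitted curve at half-maximal effect; % of control where 0% means no effect; nearly all actives have a fitted effect of over 45% in size; temperature-sensitive fusion mutants such as fzo1-1 at 37 °C on non-fermentable ethanol glycerol medium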
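Luminescent cell viability in 1536-well qHTS format served as the measure of rescued growth in ts fusion-mutant S. cerevisiae cultured on non-fermentable YPEG for 48 hours at 37C.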
TSHR antag: blocks TSH signaling through the human TSH receptor. TSHR-expressing cells, TSH-stimulated cAMP HTRF, 2 h; hits give low values. activity change, negative = inhibition, % at 11.5 µM. 0.2% of 330,000 active;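 active = activity change below a set negative limit, meaning inhibition stronger than a set level, cut at about -70% in these data; inconclusive = activity change between two set negative limits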; also: % is scaled to controls: 0 for no effect and ±100 for the full control effect
Target sequence (P16473 whole entry, looked up): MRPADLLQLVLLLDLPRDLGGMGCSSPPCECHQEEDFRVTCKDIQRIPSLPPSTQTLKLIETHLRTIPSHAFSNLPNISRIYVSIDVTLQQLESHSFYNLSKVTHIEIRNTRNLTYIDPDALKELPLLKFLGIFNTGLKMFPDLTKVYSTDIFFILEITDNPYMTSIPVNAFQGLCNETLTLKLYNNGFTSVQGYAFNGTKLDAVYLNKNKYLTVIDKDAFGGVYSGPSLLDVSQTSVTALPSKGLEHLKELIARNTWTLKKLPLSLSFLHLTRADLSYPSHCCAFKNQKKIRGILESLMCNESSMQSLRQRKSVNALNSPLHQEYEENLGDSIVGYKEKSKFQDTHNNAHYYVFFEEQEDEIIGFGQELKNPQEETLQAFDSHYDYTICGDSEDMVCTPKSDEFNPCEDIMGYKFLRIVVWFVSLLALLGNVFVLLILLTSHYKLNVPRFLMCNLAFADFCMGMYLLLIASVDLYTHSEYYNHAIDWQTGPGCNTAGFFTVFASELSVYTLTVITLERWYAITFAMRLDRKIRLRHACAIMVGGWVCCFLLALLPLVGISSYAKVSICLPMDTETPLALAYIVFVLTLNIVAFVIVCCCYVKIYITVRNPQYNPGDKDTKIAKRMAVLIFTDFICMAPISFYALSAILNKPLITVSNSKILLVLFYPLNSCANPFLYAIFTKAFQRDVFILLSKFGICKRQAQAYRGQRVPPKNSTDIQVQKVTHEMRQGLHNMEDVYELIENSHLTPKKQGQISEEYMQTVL
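Antagonism was scored as loss of TSH-driven cAMP in TSHR cells, stimulated with 4nM TSH (EC80) for 2 hours at 37 deg C and detected by homogeneous HTRF competition immunoassay.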
TRPV1 ag: human TRPV1 agonism. Q8NER1. TRPV1-expressing cells, Fluo-8 calcium influx, agonist mode. activation, % at 8.33 µM. 0.19% of 320,000 active. AID 540275; in the data active = activation above about 80%; inconclusive = between about 30% and that limit; also: 0% is about no effect
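Cells expressing TRPV1 were dye-loaded with Fluo-8 and read kinetically: 10 s baseline, 3 min after compound (agonist portion), then 2 min after EC20 capsaicin (allosteric enhancer portion). Calcium-bound dye fluorescence at 480/520 nm.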
Active calls of the source: *; ? = inconclusive; nt = no result given; [ ] = remark or other dose. Unless noted, calls follow the shape of the dose curve; as a rule, active = well fitted curve in the direction sought with a large enough effect; inconclusive = small, poorly fitted or top-dose-only effect, or another doubt; inactive = no such curve, though single readings can be large; an effect the other way counts as inactive or inconclusive. Some of the compounds tested, so the mix of outcomes need not match the whole.

SMILES	USP2a inh	TCR activator	KCNH2 WT inh	A-T KAP1 phos	KCNH2 3.1 block	Eya2 inh	ELG1 DNA repair	Mito fusion act	TSHR antag	TRPV1 ag
O=c1[nH]c2ccccc2c2nc3ccccn3c12	-3%	-1%	-14	-3%	1	-10%	?	4%	-1	3
Cc1ccc(-n2c(SCC(=O)NCCN3C(=O)CSC3=O)nnc2-c2cccc(C)c2)cc1	1%	4%[46.1 µM]	0	-2%	7	-1%	-24%	-8%	12	3
CCc1ccc(N(CC(=O)Nc2ccccc2C(=O)N2CCCC2)S(C)(=O)=O)cc1	1%	10%	6	9%	-19	-8%	-2%	2%	-1	2
COC(=O)c1sccc1NC(=O)/C=C/c1c(Cl)cccc1Cl	0%	0%	3	6%	9	6%	?	1%	4	3
CCOc1ccc(CCNC(=O)CSCc2ccc(C)cc2)cc1OCC	0%	-6%[46.1 µM]	5	4%	3	16%	1%	0%	3	1
COCc1cc(=O)[nH]c(-c2ccccc2)n1	-1%	-3%	2	-18%	0	-5%	7%	2%	12	-3
CN1CCN(S(=O)(=O)c2ccc([N+](=O)[O-])cc2)CC1	0%	-3%	-19	2%	0	5%	6%	-3%	-11	0
COc1ccc(/C=C2\SC(=S)N(CCC(=O)NCCCN3CCOCC3)C2=O)cc1	5%	-14%	-3	5%	5	?	-5%	3%	3	0
CCn1c(CN2c3ccccc3Sc3ccccc32)n[nH]c1=S	-5%	1%	5	2%	-2	-15%	-2%	24%	0	12
O=C(O)/C=C/C(=O)Nc1ccccc1-c1ccccc1	2%	1%	-3	12%	6	-4%	0%	-3%	-13	-7
CC(NC(=O)C(=O)N1CCCCC1)C(c1cccs1)N1CCN(Cc2ccccc2)CC1 (centres undefined)	2%	2%	5	-7%	-3	3%	6%	-3%	-5	4
O=C(NC1CCCCC1)c1ccccc1-c1ccccc1	2%	-5%[46.1 µM]	2	-1%	6	-12%	-4%	6%	-2	3
O=C(/C=N/O)NCc1ccncc1	3%	4%	-4	2%	6	-1%	3%	-5%	2	nt
COc1ccc2[nH]c3c(c2c1)CCN1C(=O)N([C@@H](C)C(=O)NCc2ccco2)C(=O)[C@]31C	-1%	-3%	-2	-5%	6	1%	1%	-2%	3	-1
CCOC(=O)C1C(=O)NC(N2CCN(CC)CC2)=NC1c1ccccc1 (centres undefined)	0%	nt	6	8%	-4	1%	27%	1%	-3	0
COc1cccc(COC(=O)CCNC(=O)c2ccc(Cl)cc2)c1OC	0%	3%	4	4%	5	-2%	29%	-2%	-3	29
O=C(NN=C1CCCCCCC1)c1ccc(F)cc1	-1%	3%	1	-2%	-8	12%	15%	0%	2	24
Cc1nc2c(C)cccn2c(=O)c1NC(=O)c1cccs1	-1%	3%	-5	1%	-7	-19%	19%	-4%	2	-1
Cc1cnc(NC(=O)C2CC=CCC2)s1 (centres undefined)	2%	-2%	5	-10%	-3	-6%	?	-4%	-5	1
NS(=O)(=O)c1ccc(NC(=O)COC(=O)c2ccc([N+](=O)[O-])s2)cc1	4%	-2%	9	3%	5	-18%	11%	2%	-9	0
CC(=O)Oc1ccc(-c2ccc(C(=O)OCC(=O)c3c(N)n(C)c(=O)n(C)c3=O)cc2)cc1	-1%	3%	1	13%	-11	-13%	1%	nt	nt	nt
C/C(=N\NC(=O)c1ccc2c(c1)OCO2)c1ccc2c(c1)OCO2	1%	-7%	7	-1%	-8	4%	?	-5%	3	?
Cc1ccc(S(=O)(=O)Nc2ccc3c(c2)c2c(n3S(=O)(=O)c3ccc(C)cc3)CCCC2=O)cc1	2%	0%[46.1 µM]	10	2%	5	-4%	?	-2%	-1	-2
O=C1NCCCC1C(=O)NCCN1C(=O)CCC1=O (centres undefined)	-1%	-2%	3	2%	7	9%	1%	-4%	-4	?
O=C1Nc2ccccc2/C1=N/N=C/c1ccc(-c2ccc([N+](=O)[O-])cc2)o1	2%	10%	2	1%	-8	-2%	4%	1%	-14	0

(continued)
SMILES	USP2a inh	TCR activator	KCNH2 WT inh	A-T KAP1 phos	KCNH2 3.1 block	Eya2 inh	ELG1 DNA repair	Mito fusion act	TSHR antag	TRPV1 ag
CCCCCCCC1CC(=O)C=C(C)C1C(=O)OCC (centres undefined)	-1%	-1%	-3	3%	-2	-7%	1%	4%	1	?
O=C(Nc1cccc2ccccc12)N1CCc2ccccc2C1	-5%	1%[46.1 µM]	-17	-2%	5	-3%	?	14%	-5	?
CCS(=O)(=O)c1ccc2oc(Nc3cccc(OC)c3)nc2c1	0%	nt	-8	3%	0	2%	?	1%	-9	-3
C=CCOc1c(CNc2ccc(C(=O)O)cc2)cccc1OC	2%	2%[46.1 µM]	1	1%	0	-7%	14%	12%	-7	-3
O=C(Nc1cccc(S(=O)(=O)N2CCCCC2)c1)c1ccc2ncsc2c1	0%	6%	3	-1%	-5	-7%	?	2%	-10	85*
NN(Cc1ccccc1)C(=S)Nc1ccc(Cl)c(Cl)c1	2%	-4%	-12	0%	-8	-5%	-4%	11%	-14	19
O=C1CC(NC(=O)C(F)(F)F)=NN1c1ccccc1	1%	2%	3	-4%	-3	3%	-4%	1%	-2	-2
O=C(NCc1nc2ccccc2[nH]1)c1ccc([N+](=O)[O-])cc1	1%	-9%	-20	2%	-8	-10%	-4%	-3%	-1	0
O=C(Nc1cccc2c1CCCC2)c1ccccc1Cl	-1%	0%	-9	-1%	1	1%	-17%	0%	6	12
CCOC(=O)Cc1cc(=O)n2[nH]c(C(C)(C)C)cc2n1	10%	0%	0	3%	-6	-29%	-8%	-2%	-2	1
Cc1sc2nc(CC(=O)N3CCCC3)[nH]c(=O)c2c1C	-6%	-7%	6	-7%	5	19%	8%	-5%	17	-3
COc1ccc(NC(=O)Nc2c(C)n(C)n(-c3ccccc3)c2=O)c(OC)c1	0%	3%	-1	10%	nt	-9%	5%	0%	7	0
CN1CCN(/N=C/c2nc(-c3ccc(Cl)cc3)n3ccccc23)CC1	1%	-5%[46.1 µM]	1	nt	-15	-3%	15%	1%	-6	-1
COc1cc(CN2CCN(CCCc3ccccc3)C(CCO)C2)cc(OC)c1O (centres undefined)	0%	-4%	9	1%	-14	?	-8%	-4%	-2	-1
COC(=O)c1cnn2c(C)c(Cc3cccc(F)c3)c(C)nc12	1%	2%[46.1 µM]	3	-5%	-2	-8%	29%	2%	18	0
CC(C(=O)Nc1ccc(Br)cc1)N(C)CC(=O)NCc1ccco1 (centres undefined)	3%	9%	-2	1%	3	17%	3%	-3%	-12	12
c1ccc(NCCCNc2ccccc2)cc1	1%	11%	2	10%	-6	2%	9%	8%	2	3
Clc1ccc(Cc2noc(-c3cccs3)n2)cc1	-1%	3%	4	11%	-6	-5%	?	-1%	-12	19
O=C(Cn1nc(Cl)nc1Cl)c1ccc2c(c1)OCCO2	0%	0%	-4	0%	6	7%	-6%	-11%	-10	13
COCCOC(=O)C1=C(C)NC(=O)NC1c1c(F)cccc1Cl (centres undefined)	0%	nt	-14	2%	21	-6%	0%	-1%	5	2
CN(C)C(CNC(=O)c1ccc(Cl)c(S(=O)(=O)N2CCCCCC2)c1)c1ccccc1 (centres undefined)	-4%	0%	8	-5%	7	?	?	-12%	-18	-2
COc1ccc(N2CCN(C(=O)CCCn3nnnc3CN3CCOCC3)C(C)C2)cc1 (centres undefined)	-1%	1%	-3	3%	nt	4%	4%	1%	6	-4
COC(C[C@H]1O[C@H]1[C@@H](O)COCc1ccccc1)OC	0%	-5%	-4	16%	16	5%	15%	17%	-5	1
COc1cc(NC(=O)c2ccccc2)c(OC)cc1NC(=O)CN1CCN(c2ccccn2)CC1	-7%	3%	8	-8%	-14	-14%	?	-1%	4	5
O=C(NN=C1CCCC1)c1ccccc1[N+](=O)[O-]	1%	1%	-11	-14%	11	-3%	-11%	5%	31	-1
O=[N+]([O-])c1cccc(S(=O)(=O)Nc2ccc3cn[nH]c3c2)c1	0%	6%	-21	-13%	11	5%	1%	nt	7	nt
CC1CCCN(C(=O)c2ccncc2)C1 (centres undefined)	1%	6%	1	6%	-6	1%	5%	-1%	3	-16

3 compounds out of the list above, ordered by the value under TSHR antag, ascending.
| smiles | USP2a inh | TCR activator | Eya2 inh | TSHR antag | TRPV1 ag |
| --- | --- | --- | --- | --- | --- |
| O=C(Cn1nc(Cl)nc1Cl)c1ccc2c(c1)OCCO2 | 0% | 0% | 7% | -10 | 13 |
| Cc1sc2nc(CC(=O)N3CCCC3)[nH]c(=O)c2c1C | -6% | -7% | 19% | 17 | -3 |
| O=C(NN=C1CCCC1)c1ccccc1[N+](=O)[O-] | 1% | 1% | -3% | 31 | -1 |
